Source: PubChem BioAssay
CTSL1 counter – counter-screen for PFM18AAP inhibitors: inhibitors of F. hepatica cathepsin L1 | recombinant F. hepatica cathepsin L1, Z-Leu-Arg-MCA fluorescence | inhibition, % at 5.96 µM | 0.49% of 300,000 active | AID 1906;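 active = inhibition above the mean of all tested compounds plus 3 SD, set per screening campaign, cut at about 17% in these data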;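 note: 0% = plate median of test compound wells and 100% = 1 µM Z-Phe-Ala-diazomethylketone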
PP1 inh – counter-screen for PP5 inhibitors: inhibitors of human PP1-alpha. P62136. purified PP1alpha, OMFP fluorescence. inhibition, % at 6.7 µM. 0.9% of 320,000 active. AID 2235;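 active = inhibition above the mean inhibition of all tested compounds plus 3 SD, computed separately for each screening campaign, cut at about 15% in these data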
Target sequence (P62136 whole entry, looked up): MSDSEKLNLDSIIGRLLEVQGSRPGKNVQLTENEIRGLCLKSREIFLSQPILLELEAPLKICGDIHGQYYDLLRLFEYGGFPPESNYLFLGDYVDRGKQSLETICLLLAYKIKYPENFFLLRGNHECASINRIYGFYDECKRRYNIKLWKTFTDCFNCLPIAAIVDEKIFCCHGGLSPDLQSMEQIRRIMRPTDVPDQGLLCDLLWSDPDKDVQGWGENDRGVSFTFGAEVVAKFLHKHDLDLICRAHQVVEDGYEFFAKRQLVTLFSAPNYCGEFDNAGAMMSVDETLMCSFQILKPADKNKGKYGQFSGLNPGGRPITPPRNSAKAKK
TPT1 inh – blocks Candida albicans tRNA 2'-phosphotransferase; recombinant caTPT1, FP RNA substrate dephosphorylation; inhibition, % at 5 µM; 0.81% of 300,000 active; AID 1962;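 active = inhibition above the mean of all tested compounds plus 3 SD, set per screening campaign, cut at about 24% in these data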;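 note: plate controls were DMSO alone for no effect and ferristatin control at 100 nM for full effect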
PP5 inh – blocks human protein phosphatase 5 activity. inhibition, % at 6.7 µM. 0.18% of 320,000 active. P53041. purified PP5c, OMFP substrate fluorescence;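 active = inhibition above the campaign's mean inhibition across all tested compounds plus 3 SD, cut at about 9.5% in these data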;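 note: 0% = DMSO only and 100% = 100 µM cantharidin control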
Target sequence (P53041 whole entry, looked up): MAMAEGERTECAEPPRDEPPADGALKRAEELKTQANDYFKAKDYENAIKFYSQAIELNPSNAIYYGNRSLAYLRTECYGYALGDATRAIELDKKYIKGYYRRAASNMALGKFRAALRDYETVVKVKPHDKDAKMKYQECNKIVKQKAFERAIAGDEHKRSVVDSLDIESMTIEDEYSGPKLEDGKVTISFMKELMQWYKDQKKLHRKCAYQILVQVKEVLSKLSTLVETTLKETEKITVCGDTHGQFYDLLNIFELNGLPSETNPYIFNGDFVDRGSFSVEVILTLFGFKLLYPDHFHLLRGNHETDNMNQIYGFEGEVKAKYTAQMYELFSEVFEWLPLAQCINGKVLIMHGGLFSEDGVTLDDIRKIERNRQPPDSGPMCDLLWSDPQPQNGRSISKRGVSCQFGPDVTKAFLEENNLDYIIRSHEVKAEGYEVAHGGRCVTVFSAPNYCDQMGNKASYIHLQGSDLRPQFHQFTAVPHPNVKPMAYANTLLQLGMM
ZTA DNA inh – blocks Epstein-Barr virus ZTA, an EBNA-1 counter-screen. ZTA-DNA binding, fluorescence polarization. 0.15% of 320,000 active. inhibition, % at 11 µM; in the data active = inhibition above about 33%
Target sequence (P03206 whole entry, looked up): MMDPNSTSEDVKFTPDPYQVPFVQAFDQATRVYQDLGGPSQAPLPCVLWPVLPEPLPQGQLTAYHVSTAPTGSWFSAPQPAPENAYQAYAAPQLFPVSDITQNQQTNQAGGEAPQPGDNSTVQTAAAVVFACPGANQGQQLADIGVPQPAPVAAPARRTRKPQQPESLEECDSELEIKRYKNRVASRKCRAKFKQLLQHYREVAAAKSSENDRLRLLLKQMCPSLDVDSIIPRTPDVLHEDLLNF
PREPL inhibitor – inhibits the human prolyl oligopeptidase-like enzyme; Q4J6C6; recombinant PREPL, fluorescence polarization activity-based probe; inhibition, % at 5.96 µM; 0.68% of 320,000 active; AID 2751; in the data active = inhibition above about 43%;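 note: 0% = enzyme with DMSO and 100% = wells lacking enzyme; many of its hits are not listed in these tables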
HCV core dimer – blocks dimerization of HCV core protein; TR-FRET GST/Flag-core106 dimerization, 1536-well; inhibition, % at 5 µM; 0.33% of 300,000 active; AID 1899;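 active = inhibition above the mean of all tested compounds plus 3 SD, set per screening campaign, cut at about 45% in these data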
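System – GST-tagged and Flag-tagged HCV core protein residues 1-106 · Repeats – one well for each compound · Technique – TR-FRET 671 and 617 nm emission · Doses – one concentration, 5 µM, in 0.5% DMSO · Times – 4 h, 22.5 °C incubation · Also added – Eu donor and XL665 acceptor anti-tag antibodies · Measure – percent inhibition of core106 dimerization signal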
EBNA-1 inhibitor – blocks EBNA-1 binding to DNA; 0.34% of 300,000 active; AID 1950; EBNA-1 DNA binding, fluorescence polarization; inhibition, % at 14.8 µM; in the data active = inhibition above about 28%
Efflux pump inh – inhibitors of Candida antifungal efflux pumps expressed in yeast. AID 485275. inhibition, % at 10 µM. 0.44% of 330,000 active. S. cerevisiae Candida pump triplex, Nile Red efflux;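 active = plate passing quality check with inhibition over a set limit, or well fluorescence over plate mean plus 4 SD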;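 note: Nile Red retained in pooled yeast measured as flow cytometry median fluorescence; 0% = buffer negative control and 100% = Enniatin B positive control; higher means more Nile Red kept so more efflux inhibition; some compounds called inactive have numbers as strong as hits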
Numbers without * were called inactive; / = no result given; + = active, no number.

1	C#CCOCCOCCOCCNc1nc(N2CCOCC2)nc(N2CCN(C(=O)[C@H](Cc3cc4ccccc4[nH]3)n3cc([C@@H](N)CC(C)C)nn3)CC2)n1
2	O=C(Cn1ncc2c3ccccc3n(Cc3ccc(Cl)cc3)c2c1=O)NCCCN1CCCC1=O
3	Cc1ccnc(NC(=O)CNC(=O)C23CC4CC(CC(C4)C2)C3)c1
4	Cc1cccc(NC(=O)CSC2=NN3CCCC(=O)N=C3S2)c1C
5	O=C(Nc1ccccc1-c1ccccc1)NC1CC2CCCC(C1)N2Cc1ccc(F)cc1 (stereo not drawn)
6	CCn1cc(C(=O)NCC(OC)OC)c(=O)c2cc(S(=O)(=O)N3CCC(C)CC3)ccc21
7	O=C(CN1CCCCC1)NC1CCc2cc3c(cc21)CCC3 (stereo not drawn)
8	COc1ccc(C(=O)NNC(=O)Cc2ccc(Cl)cc2)cc1

Compound,1,2,3,4,5,6,7,8
CTSL1 counter,3,-3,6,-5,0,5,0,10
PP1 inh,3,2,-4,-4,2,-1,-1,4
TPT1 inh,0,3,-4,0,-6,1,-4,-2
PP5 inh,-0.4,0.7,-2.3,-1.8,-3.5,-0.9,4.5,-4.2
ZTA DNA inh,17,-1,-2,-8,-21,-9,-15,-16
PREPL inhibitor,43,-10,3,0,6,-3,6,8
HCV core dimer,-19,0,-2,8,-4,0,-11,0
EBNA-1 inhibitor,-13,-10,-3,-2,-13,-3,-1,-11
Efflux pump inh,/,0.1,-0.6,0.1,0.2,0.0,0.0,0.0

Entries of single compounds as entered above.
`Cc1ccnc(NC(=O)CNC(=O)C23CC4CC(CC(C4)C2)C3)c1` across the screens: CTSL1 counter = 6; PP1 inh = -4; TPT1 inh = -4; PP5 inh = -2.3; ZTA DNA inh = -2; PREPL inhibitor = 3; HCV core dimer = -2; EBNA-1 inhibitor = -3; Efflux pump inh = -0.6
`COc1ccc(C(=O)NNC(=O)Cc2ccc(Cl)cc2)cc1` across the screens: CTSL1 counter = 10; PP1 inh = 4; TPT1 inh = -2; PP5 inh = -4.2; ZTA DNA inh = -16; PREPL inhibitor = 8; HCV core dimer = 0; EBNA-1 inhibitor = -11; Efflux pump inh = 0.0

Next part:
9	COc1ccc(N2CCN(C(=O)C3CCN(C(=O)c4cccc(Cl)c4)CC3)CC2)cc1
10	O=C(NNC(=O)C1CCCCC1)c1ccco1
11	CCN(CC)C(=O)CSc1nnc([C@@H](N)C(C)C)o1
12	Cc1cc(C(C)(C)C)c(O)c(C)c1CC1=NCCN1
13	CCCCC1(C)NC(=O)N(CC(=O)Nc2cc(S(=O)(=O)N3CCOCC3)ccc2Cl)C1=O (stereo not drawn)
14	Cn1c(SCc2ccccc2)nc(N)c(N=O)c1=O
15	O=C(Nc1cccc2ccccc12)c1ccc(F)cc1
16	CCOc1ccc(CNS(=O)(=O)c2c(C)nc3scc(C)n3c2=O)cc1OC

Compound,9,10,11,12,13,14,15,16
CTSL1 counter,0,5,33*,1,/,-4,-3,-2
PP1 inh,-5,-2,2,1,-6,0,6,0
TPT1 inh,2,0,1,-1,/,-1,-4,-3
PP5 inh,-1.8,1.3,3.1,0.7,0.7,-0.1,1.2,1.1
ZTA DNA inh,19,-1,0,-15,1,5,-7,-2
PREPL inhibitor,19,-1,4,-17,0,14,13,4
HCV core dimer,0,1,2,-8,/,-2,-10,5
EBNA-1 inhibitor,10,-10,-11,2,/,-2,-7,-1
Efflux pump inh,0.0,0.9,0.4,0.0,0.0,0.2,0.2,-0.1

17	CCOC(=O)N1CCC(NC(=O)c2cc(S(=O)(=O)N3CCC4(CC3)OCCO4)ccc2F)CC1
18	CCCN(CC(=O)Nc1ccccc1C)C(=O)c1cccc(S(=O)(=O)N2CCN(c3ccccc3)CC2)c1
19	COc1ccc(-c2nnc(-c3cc4ccccc4oc3=O)o2)cc1
20	NC(=O)c1cc(-c2ccccc2)nc2ccc(Br)cc12
21	Cc1ccc(SCc2nn(C)c(Cl)c2C=O)cc1
22	Cc1ccc2cc(C(c3nnnn3CC3CCCO3)N3CCc4ccccc4C3)c(=O)[nH]c2c1 (stereo not drawn)
23	COc1ccccc1OCCC(=O)OCCN1C(=O)c2ccccc2C1=O
24	CC1CCc2nc(/C(C#N)=C/c3ccncc3)sc2C1 (stereo not drawn)

Compound,17,18,19,20,21,22,23,24
CTSL1 counter,3,3,-1,2,0,1,11,6
PP1 inh,-4,-3,-3,-2,-1,-3,-2,0
TPT1 inh,-3,-5,0,5,4,-6,-5,-1
PP5 inh,0.5,2.0,2.0,0.3,2.7,6.0,-3.1,2.0
ZTA DNA inh,-10,-4,5,-13,5,-1,2,-13
PREPL inhibitor,7,-60,3,-8,1,19,12,16
HCV core dimer,1,4,3,40,5,0,5,-3
EBNA-1 inhibitor,11,-1,1,3,2,2,-2,7
Efflux pump inh,-0.1,0.0,-0.1,0.5,0.2,0.2,-0.1,0.0

25	COc1ccccc1C(=O)Nc1ccc(S(=O)(=O)NC2=NCCCCC2)cc1
26	O=C(CCN1C(=O)C2C3C=CC(C3)C2C1=O)NCCc1ccccc1 (stereo not drawn)
27	Cc1cccc(C(=O)N/N=C/c2ccoc2)c1
28	Cc1onc(-c2ccccc2)c1CNC(=O)Nc1ccccc1
29	COc1ccc(-c2cc(C(F)(F)F)n3ncc(C(=O)N(C)Cc4ccccc4)c3n2)cc1
30	CC(C)(C)c1ccc(C(=O)OCC(=O)N2CCC(c3ccccc3)=N2)cc1
31	O=C1COc2ccc(C(=O)COC(=O)/C=C/c3ccc(Br)o3)cc2N1
32	O=C(O)c1ccc(Nc2nc(-c3ccccc3)cs2)cc1

Compound,25,26,27,28,29,30,31,32
CTSL1 counter,7,1,4,-3,1,/,-15,-1
PP1 inh,-5,-1,-4,-2,3,1,22*,0
TPT1 inh,0,-1,-2,0,-4,/,1,2
PP5 inh,-1.6,0.5,-0.5,2.2,1.5,1.8,0.8,3.0
ZTA DNA inh,13,-11,-16,-6,11,7,2,0
PREPL inhibitor,-1,-1,7,-3,-4,23,9,5
HCV core dimer,1,-2,5,-3,12,/,84*,-5
EBNA-1 inhibitor,1,-4,-4,3,-4,/,8,8
Efflux pump inh,-0.1,0.0,0.0,-0.2,0.9,0.1,-0.2,-0.1

33	Cc1ccc(S(=O)(=O)NNC(=O)Nc2ccc(Cl)c(Cl)c2)cc1
34	CCCCOC(=O)C1=C(C)Nc2ncnn2C1c1ccc(OC)c(OC)c1 (stereo not drawn)
35	CCOc1cccc(C(=O)NC(=S)Nc2ccccc2)c1
36	COc1cc(/C=C/C(O)=C/C(=O)/C=C/c2ccc(O)cc2)ccc1O
37	O=C(CSc1ncccn1)NCc1ccc(Cl)cc1
38	CN(Cc1ccncc1)C1CC(=O)N(c2ccc(F)cc2)C1=O (stereo not drawn)
39	O=C(COC(=O)C1=COCCO1)NCc1ccc(Cl)cc1
40	CCCc1cc(C(=O)N2CCCC(Cc3cccc(Cl)c3)(C(=O)OCC)C2)n(C)n1 (stereo not drawn)

Compound,33,34,35,36,37,38,39,40
CTSL1 counter,2,4,2,/,-2,2,0,2
PP1 inh,-2,-3,4,-3,-2,3,-3,-1
TPT1 inh,5,-2,-1,/,-3,-1,-1,-3
PP5 inh,-0.7,-0.3,3.8,2.0,3.6,-0.5,-2.7,0.4
ZTA DNA inh,-10,5,1,19,-23,10,15,15
PREPL inhibitor,-78,-10,22,14,0,0,6,13
HCV core dimer,-3,0,-12,/,4,1,-2,4
EBNA-1 inhibitor,10,-3,16,/,-2,6,-13,12
Efflux pump inh,-0.2,0.0,0.0,1.1,0.2,-0.1,-0.1,-0.1

Only PREPL inhibitor, ZTA DNA inh and TPT1 inh, for some of the entries so far:
cpd | Compound | PREPL inhibitor | ZTA DNA inh | TPT1 inh
39 | O=C(COC(=O)C1=COCCO1)NCc1ccc(Cl)cc1 | 6 | 15 | -1
37 | O=C(CSc1ncccn1)NCc1ccc(Cl)cc1 | 0 | -23 | -3

Remaining list, next part.
41	O=S(Cc1ccc(Cl)cc1)CC(O)(c1ccccc1)c1ccccc1 (stereo not drawn)
42	CCN1C(=O)/C(=C/C=C2/SCCN2C)SC1=S
43	CCc1cccc(NC(=O)C2CCCN(S(=O)(=O)c3cnc[nH]3)C2)c1 (stereo not drawn)
44	COc1ccccc1NC(=O)Cn1cncc1-c1ccc([N+](=O)[O-])cc1
45	CCOC(=O)N1CCC(NC(=O)c2cc(S(=O)(=O)N3CCCCC3)ccc2F)CC1
46	Nc1ccc(S(=O)(=O)NC2(C(F)(F)F)NC(=O)N(c3ccc(F)cc3)C2=O)cc1 (stereo not drawn)
47	O=C(NCCS(=O)(=O)NCc1ccccc1)c1ccc2c(c1)OCO2
48	COc1ccc2c(c1)CCc1c(C(=O)Nc3cc(C)n(Cc4ccc(Cl)cc4)n3)noc1-2

Compound,41,42,43,44,45,46,47,48
CTSL1 counter,1,9,-3,-4,-2,7,-2,-5
PP1 inh,3,4,-1,0,-2,-3,-2,-2
TPT1 inh,-1,+,-1,1,3,-3,1,-1
PP5 inh,0.5,7.0,0.0,-1.6,0.2,-0.9,-1.5,1.4
ZTA DNA inh,3,7,-3,7,4,6,14,17
PREPL inhibitor,-10,20,4,7,3,1,-7,4
HCV core dimer,2,-63,-6,0,3,-7,0,3
EBNA-1 inhibitor,-11,12,4,0,2,-2,9,3
Efflux pump inh,0.0,-0.1,-0.2,0.0,0.0,-0.1,0.0,0.1

49	CCc1ccc(OCc2nnc(-c3ccccc3Br)o2)cc1
50	Cc1cccc(-n2ncc3c(N(CCO)CCO)ncnc32)c1
51	Cc1cccc(N2CC(C(=O)Nc3nnc(SCC(=O)NCC4CCCO4)s3)CC2=O)c1 (stereo not drawn)
52	Cc1cccc(-c2nn(-c3ccccc3)cc2C(=O)N2CCN(C3CCS(=O)(=O)C3)CC2)c1 (stereo not drawn)
53	O=C(O)Cn1c(=O)c2c3c(sc2n(Cc2ccccc2F)c1=O)CCCC3
54	CC(C)NC(=O)Cn1nc(C(F)(F)F)c2c1CCC2
55	CCOC(=O)c1sc2ncnc(N3CCN(CC)CC3)c2c1C
56	COc1cccc(-c2ccc(NC(=O)C3CCCN(Cc4ccco4)C3)cc2)c1 (stereo not drawn)

Compound,49,50,51,52,53,54,55,56
CTSL1 counter,/,-5,2,/,-3,3,2,3
PP1 inh,-2,0,-1,-2,3,-2,-3,1
TPT1 inh,/,-2,10,/,-2,-1,-7,0
PP5 inh,0.7,2.3,2.7,0.0,3.8,-1.5,-0.8,2.2
ZTA DNA inh,6,1,-3,0,-3,-1,-9,7
PREPL inhibitor,8,8,5,-3,6,8,-1,-1
HCV core dimer,/,-21,65*,/,0,-2,1,-19
EBNA-1 inhibitor,/,-5,-7,/,-6,-2,-3,8
Efflux pump inh,0.1,0.5,0.0,0.1,-0.2,0.1,-0.2,-0.4

57	CCN(CC)S(=O)(=O)c1ccc(OC)c(NC(=O)c2cccc([N+](=O)[O-])c2C)c1
58	COc1ccc(-n2c(SCc3nnc(-c4ccccc4)o3)nnc2-c2ccccc2)cc1
59	Cc1ccn2c(NC3CCCC3)c(-c3ccccn3)nc2c1
60	C=CCN(c1ccccc1)S(=O)(=O)c1cccc(C(=O)NNC(=O)c2ccncc2)c1
61	CC(C)/C=N/Nc1nc2c(c(=O)n(C)c(=O)n2C)n1C

Compound,57,58,59,60,61
CTSL1 counter,-4,-2,-2,-3,-2
PP1 inh,-3,0,14,0,-4
TPT1 inh,-3,5,0,-2,3
PP5 inh,0.0,-0.6,1.2,1.3,2.5
ZTA DNA inh,-8,-7,-5,-7,0
PREPL inhibitor,0,35,72*,3,12
HCV core dimer,8,20,-5,0,0
EBNA-1 inhibitor,8,-14,-2,8,-5
Efflux pump inh,0.1,0.2,0.0,-0.1,-0.1

Not all compounds are listed; the hit share may differ from the screen's.
